Source: PubChem BioAssay (several laboratories)
aSyn UTR inh: MLPCN primary screen, SNCA 5' untranslated region; alpha-synuclein 5'UTR reporter, inhibitor activity; inhibition, % (tested at 7.5 µM); hit rate 0.82% among 300,000; AID 1813, 2009; in the data active = inhibition above about 60%; inconclusive = no clear call, values can overlap the other calls;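 also: H4 neuroglioblastoma cells stably carrying SNCA 5'UTR luciferase fusion; 0% = DMSO wells and 100% = positive control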
HSP90 refold inh: HSP90 inhibitors, primary screen, cell lysate, luminescence; inhibition, % at 5.6 µM; Rabbit reticulocyte lysate, luciferase refolding luminescence, 3 h; hit rate 0.91% among 290,000;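 active = inhibition above the screen-wide mean plus 3 SD, computed separately per campaign, cut at about 16% in these data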;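 also: 0% = DMSO wells and 100% = 60 µM geldanamycin wells; inhibitors lower the luminescence because luciferase stays unfolded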
HSF-1 act: HSF-1 activators, primary screen, NIH3T3-HGL cells, MG132 stress, luminescence, single point; hit rate 1.7% among 300,000; activation, % at 9 µM; AID 504408, 2011; NIH3T3-HGL HSF-1 luciferase reporter, 8 h; 100% = twice DMSO control signal;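 active = mean replicate activation of at least 50% with a set share of replicates each reaching 50%; inconclusive = only one of those two conditions met; inactive = mean below 50% and too few replicates reaching it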;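 also: 0% = median of the neutral control wells and 100% = twice that signal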
HSF1 inhib: HSF1 inhibitors in luciferase reporter cells, primary screen, cell-based, NIH3T3, luminescence; NIH3T3-HGL HSE-luciferase, MG132-induced, luminescence 8 h; stronger effect = lower value; activity change, negative = inhibition, % at 7.5 µM (by protocol); hit rate 0.77% among 300,000; AID 2098, 2009;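 active = more than half of replicate wells show activity change below -50%, luminescence cut by over half; inconclusive = some wells, but at most half, below -50%; inactive = no replicate well below -50%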;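 also: luciferase reports HSF-1 transcriptional activity via heat shock element; 0% = median of DMSO wells and -100% = zero luminescence signal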
GSK3beta inhib: human GSK3beta kinase inhibitors, primary screen, biochemical, cell-free homogeneous, HTS. Glycogen synthase kinase-3 beta (Homo sapiens), P49841. AID 2097, 2009. hit rate 0.038% among 300,000. GST-GSK3beta kinase, ADP-Glo luminescence, 60 min; stronger effect = lower value. activity score (negative = inhibition), % at 10 µM;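 active = more than half of replicate wells score below -50%, meaning over 50% inhibition versus plate controls; inconclusive = some replicates but at most half score below -50%; inactive = no replicate scores below -50%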;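 also: 0% = median DMSO wells and -100% = median GW8510 positive control wells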
Target sequence (P49841 whole entry, looked up): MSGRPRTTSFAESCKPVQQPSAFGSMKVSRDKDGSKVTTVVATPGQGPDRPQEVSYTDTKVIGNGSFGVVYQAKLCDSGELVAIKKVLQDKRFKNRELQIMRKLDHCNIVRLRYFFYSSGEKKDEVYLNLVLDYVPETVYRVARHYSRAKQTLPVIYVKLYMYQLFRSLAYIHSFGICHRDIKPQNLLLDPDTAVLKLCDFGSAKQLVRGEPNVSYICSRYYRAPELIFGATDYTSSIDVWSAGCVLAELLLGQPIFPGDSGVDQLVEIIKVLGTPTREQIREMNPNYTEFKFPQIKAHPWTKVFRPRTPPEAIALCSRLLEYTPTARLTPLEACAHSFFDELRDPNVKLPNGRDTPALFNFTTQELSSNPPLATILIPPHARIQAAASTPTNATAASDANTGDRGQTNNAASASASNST
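Test system – GST-tagged human GSK3beta kinase, cell-free · Incubation – 60 min enzyme reaction, room temperature · Signal – ADP-Glo luminescence · Also added – peptide substrate and ATP at 25 µM · Controls – DMSO neutral wells and GW8510 at 20 µM as positive · Buffer or medium – Tris/MgCl2 kinase buffer · Measure – Luminescence-derived activity versus plate DMSO and GW8510 wells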
IEC-6 tox: cytotoxicity in IEC-6 intestinal epithelial cells, primary screen, cytotoxicity control for KLF5 inhibitor project, cell-based, luminescence; IEC-6 cytotoxicity, luminescence viability; inhibition, % at 5 µM; hit rate 0.78% among 290,000; AID 1825, 2009; in the data active = inhibition above about 22%;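 also: 0% = plate median of test compound wells and 100% = cytotoxic reference compound wells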
Dyrk1A ADPGlo: rat Dyrk1A kinase inhibitors, primary screen, biochemical, single point, plate reader | ADP-Glo luminescence, NFATc1 peptide | inhibition, % at 12.5 µM | AID 504441, 2011 | hit rate 0.43% among 310,000 | Dual specificity tyrosine-phosphorylation-regulated kinase 1A (Rattus norvegicus), Q63470; in the data active = inhibition above about 50%;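 also: plate controls were vehicle with enzyme for no effect and no enzyme for full effect; many of its hits are not listed in these tables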
KLF5 inh: KLF5 expression inhibitors, primary screen, DLD-1 cells, luminescence. AID 1700, 2009. inhibition, % at 5 µM. hit rate 0.23% among 290,000. DLD-1 KLF5 promoter-luciferase reporter;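 active = inhibition above a per-plate limit of that plate's mean compound inhibition plus 3 SD, cut at about 60% in these data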;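 also: 0% = DMSO wells and 100% = LY294002 at 200 µM; higher means less KLF5 promoter-driven luciferase light; inactives centre near -14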
Platelet DG rel: inhibitors of platelet dense granule secretion, primary screen, cell-based, MLPCN, human platelets; human platelet-rich plasma, SFLLRN dense granule ATP release, luminescence; inhibition, %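 (compounds screened at 7.5 µM in platelet-rich plasma)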; hit rate 0.22% among 300,000;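 active = mean replicate score, as percent of positive control, at or above 50; inconclusive = mean below 50 but at least one replicate at or above 50; inactive = mean and every replicate below 50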
GSK3 alpha inh: blockers of GSK3A enzyme activity – biochemical, luminescence, cell-free homogeneous, HTS, primary screen | Glycogen synthase kinase-3 alpha (Homo sapiens), P49840 | GSK-3 alpha kinase, ADP-Glo luminescence, 60 min | inhibition, % at 10 µM | hit rate 0.1% among 320,000 | AID 2650, 2010;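 in the data active = inhibition above about 50%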;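 also: GST-tagged GSK-3 alpha with peptide substrate and 25 µM ATP; 0% = DMSO neutral wells and 100% = GW8510 positive control wells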
Target sequence (P49840 whole entry, looked up): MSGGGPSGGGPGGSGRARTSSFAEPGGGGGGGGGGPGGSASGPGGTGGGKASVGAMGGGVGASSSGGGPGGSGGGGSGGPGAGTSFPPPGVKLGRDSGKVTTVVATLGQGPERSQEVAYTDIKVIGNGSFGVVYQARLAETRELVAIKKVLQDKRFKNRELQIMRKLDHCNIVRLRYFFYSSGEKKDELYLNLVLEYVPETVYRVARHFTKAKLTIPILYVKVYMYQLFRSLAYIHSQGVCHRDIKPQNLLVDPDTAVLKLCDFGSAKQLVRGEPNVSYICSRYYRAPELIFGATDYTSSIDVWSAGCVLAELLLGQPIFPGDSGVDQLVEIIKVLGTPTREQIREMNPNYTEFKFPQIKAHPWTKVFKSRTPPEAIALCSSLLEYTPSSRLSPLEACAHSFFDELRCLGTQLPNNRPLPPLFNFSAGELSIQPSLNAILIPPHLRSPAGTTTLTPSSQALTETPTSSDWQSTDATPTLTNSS
Numbers without * were called inactive; ? = inconclusive; nt = not tested or not shown.

SMILES	aSyn UTR inh	HSP90 refold inh	HSF-1 act	HSF1 inhib	GSK3beta inhib	IEC-6 tox	Dyrk1A ADPGlo	KLF5 inh	Platelet DG rel	GSK3 alpha inh
CCC(=O)NNc1ccc(Br)cc1	3.0	4.0	9.1	0.0	0.0	4.6	-1.3	6.1	0.8	-3.6
Cn1c(=O)n(C)c2cc(NC(=O)c3ccccc3NS(C)(=O)=O)ccc21	-11.0	4.1	1.8	-3.8	1.6	-0.4	8.5	-47.7	-10.5	8.1
S=C(Nc1ccc(N2CCOCC2)cc1)Nc1ccc2nc(-c3ccco3)c(-c3ccco3)nc2c1	-12.0	-0.8	-17.3	-9.0	1.0	-15.0	-4.8	-2.5	0.3	2.8
Cc1cccc(NC(=O)c2cnc3sccn3c2=O)c1	-74.4	9.4	39.6	12.0	3.0	2.2	5.1	-121.3	25.4	-1.6
Cc1cc(C)n(CCNS(=O)(=O)c2ccccc2)n1	-0.1	-0.7	0.3	-1.1	1.4	-4.2	-7.4	-20.1	-5.3	-0.6
COc1ccc(OC)c(-c2cc(C(=O)NCCCn3ccnc3)no2)c1	-4.7	-3.1	-30.6	-10.3	-1.8	-2.1	1.8	-38.9	-11.5	3.4
CCc1cccc(CC)c1NC(=S)N1CCn2cccc2C1c1cccnc1 (stereo not drawn)	21.4	5.2	-65.1	-54.8*	-3.3	-3.6	-5.3	-3.9	-4.0	0.3
O=C(CSC(=S)N1CCCC1)N1CCN(S(=O)(=O)c2cccc(F)c2)CC1	2.5	nt	-4.3	-4.9	2.1	nt	1.9	nt	-2.7	0.5
O=C(NNc1ccc(O)cc1)c1ccc(Br)cc1	-15.0	3.1	21.0	-4.9	1.6	4.9	-52.2	-1.0	-11.5	nt
Clc1ccc(-c2ccn[nH]2)cc1	-42.9	-1.4	16.9	1.8	2.8	-2.7	1.5	-19.7	1.2	-0.5
CCOC(=O)c1ccc(Nc2nc(=O)c3cccnc3s2)cc1	-133.2	2.5	21.8	12.3	-3.2	10.5	3.8	-16.8	-11.3	-3.2
CCOC(=O)c1ccccc1NC(=O)C=C(C)C	-3.2	3.6	15.8	1.6	-2.3	-3.7	0.6	-14.5	-3.7	1.4
Oc1ccc(-c2nc3ccccc3s2)cc1	-68.3	9.4	33.8	20.2	-2.4	-0.5	28.9	-104.5	?	5.4
CCOC(=O)N1CCC(NCCNC(=O)c2ccccc2Cl)CC1	5.2	1.2	5.2	-0.3	1.3	-1.0	5.0	-15.0	-2.4	-1.3
N#CCC(=O)NCCCc1ccccc1	15.3	0.9	-15.4	-13.7	0.4	-3.5	8.8	-40.4	18.3	-13.3
Cc1ccc(-n2c(SCc3ccc([N+](=O)[O-])cc3)nc3ccccc3c2=O)cc1	41.1	3.4	13.6	6.0	3.5	5.5	2.9	12.8	-4.3	-1.5
COC(=O)C1CCN(CC(N)=O)CC1	5.3	-3.9	-45.1	-26.2	0.7	1.2	-2.0	-39.4	-14.8	2.8
CCCCn1c(N)c(N(CCOC)C(=O)c2cccc(S(=O)(=O)N(CC)c3ccccc3)c2)c(=O)[nH]c1=O	-3.9	nt	-1.2	-2.2	4.6	nt	8.6	nt	0.5	-1.5
COc1cc(OC)c(S(=O)(=O)Nc2ccc(C)cn2)cc1NC(C)=O	5.5	-2.1	0.3	-3.5	3.1	2.2	4.4	-12.0	-1.1	-2.1
CC(C)(C)C(=O)Nc1ccc(-c2csnn2)cc1	-74.4	0.8	7.4	16.8	2.8	-4.0	-3.7	-91.1	-6.8	0.4
CCOC(=O)C(=O)NCC(c1cccs1)S(=O)(=O)c1ccc(C)cc1 (stereo not drawn)	3.4	nt	2.4	-8.1	5.4	nt	-4.7	nt	3.8	0.9
O=C(CSc1nccn(-c2ccc(F)c(F)c2)c1=O)NC1CCCC1	-11.1	nt	62.0*	23.0	2.2	nt	-3.2	nt	-4.0	nt
CCCCC1CC(/C(C)=N/NC(N)=O)OC1=O (stereo not drawn)	-9.4	0.8	-12.3	-4.7	-0.4	-5.0	1.1	-20.5	14.2	-0.8
C#CCOC(=O)c1cc(Cl)c(=O)n(Cc2ccc(Cl)cc2Cl)c1	12.2	2.9	15.2	6.5	0.5	4.9	7.0	27.4	1.6	-3.2
COc1ccc(C)cc1NC(=O)Nc1ccccc1	25.0	2.8	-5.4	3.5	1.5	2.8	8.7	-12.4	3.1	-3.3

Later entries
SMILES	aSyn UTR inh	HSP90 refold inh	HSF-1 act	HSF1 inhib	GSK3beta inhib	IEC-6 tox	Dyrk1A ADPGlo	KLF5 inh	Platelet DG rel	GSK3 alpha inh
Cc1ccc(-c2noc(CSc3nnc(Cc4ccccc4)n3-c3cccc(C)c3)n2)cc1	21.7	2.1	9.5	0.1	-1.0	-5.2	-5.2	-26.8	0.8	-1.1
O=c1[nH]c(/C=C/c2ccccn2)nc2ccccc12	-176.1	0.2	40.8	31.0	-3.1	13.8	5.6	-191.6	3.8	2.4
CCNC(=O)Nc1ccccc1C(=O)OC	16.0	4.6	28.1	1.1	-1.8	7.4	4.2	3.7	1.6	1.5
CC[C@@]1(c2ccccc2)C(=O)N(C(=O)OC)N1C(=O)OC	-28.2	-5.5	-1.9	4.9	-1.6	-0.4	6.3	-11.5	2.5	-0.9
COc1ccccc1NS(=O)(=O)c1cc(NC(=O)CCC2CCCC2)ccc1N1CCOCC1	-35.9	3.1	46.2	8.8	-0.7	-18.0	3.0	-9.2	16.5	-1.0
CCN(CC)CCCNC(=O)C1c2cc(OC)c(OC)cc2C(=O)N(C)C1c1cccnc1 (stereo not drawn)	7.2	-1.0	3.9	-4.0	0.6	-0.6	nt	6.9	4.3	-2.3
O=S(=O)(c1ccc2nc(Cc3ccccc3)[nH]c2c1)N1CCOCC1	12.8	3.1	-15.7	-4.2	-3.6	-1.0	-6.9	-36.4	1.5	0.7
CN1C(=O)C2C(c3ccc(N(C)C)cc3)=NN(Cc3ccccc3)C2C1=O (stereo not drawn)	-47.3	4.5	75.1*	28.8	-3.1	-5.1	nt	-24.1	2.4	-0.9
N#CC(c1ccc(Cl)nn1)c1ccccc1Cl (stereo not drawn)	-3.7	3.2	10.6	1.7	2.7	5.5	-7.7	-7.5	-2.5	3.4
Cc1ccc(-n2cc(CN3CCNC(=O)CC3)c(-c3cccc(C)c3)n2)cc1	39.7	-2.0	nt	nt	0.0	2.3	-4.0	-20.4	-0.5	-0.7
COc1ccc(C(=O)NC2CCCCC2)cc1OC1CCN(C(C)C)CC1	-2.5	5.7	1.5	-2.1	-0.5	3.6	-4.9	0.7	-5.8	0.9
O=C(NNC(=S)Nc1ccc(F)c(Cl)c1)C1CC1	-14.1	-0.1	8.8	-2.3	0.2	2.2	4.4	-27.2	9.6	-1.3
O=C1C=C(Nc2ccc(Cl)cc2Cl)CC(c2ccco2)C1 (stereo not drawn)	17.4	-2.3	5.7	0.5	0.9	53.9*	1.2	30.0	-1.8	0.5
Cc1ccccc1C(=O)Oc1ccc(Sc2ccc(O)cc2)cc1	-43.3	0.8	27.5	-0.2	-0.1	1.5	nt	-9.8	-23.2	nt
COC(=O)[C@H](CC(C)C)NCc1cccc(CN[C@@H](CC(C)C)C(=O)OC)c1	16.1	-0.4	-11.7	-2.7	1.7	7.2	11.5	-30.9	-0.5	-4.6
COc1cccc(/C=N/NC(=O)C(C)n2nnc3ccccc32)c1 (stereo not drawn)	8.6	4.2	-13.4	-0.7	3.4	2.5	-10.4	8.5	-1.4	-2.8
O=C(CCCCCCCC(=O)NCC1CCCO1)NCC1CCCO1 (stereo not drawn)	11.0	2.3	0.8	-6.0	3.2	1.5	-3.2	-27.3	3.5	-3.4
CCOC(=O)C(CCCOc1ccccc1C)C(=O)OCC	nt	-2.2	nt	nt	nt	-1.1	4.2	-3.1	nt	-3.5
O=C1CS/C(=N\c2ccccn2)N1C1CCCCC1	22.1	-1.6	-16.9	-1.0	0.9	1.3	2.0	1.5	2.2	1.1
O=C1C(C23CC4CC(CC(C4)C2)C3)C(=O)N(c2ccccc2)N1c1ccccc1	9.0	-2.8	2.0	-1.8	-3.1	0.5	1.4	-6.6	6.5	-0.7
O=C(Nc1nc2nccc(-c3ccccc3)n2n1)c1ccccc1	-82.8	1.8	48.3	12.8	-0.5	0.1	-3.0	-46.5	0.7	-3.2
CC(NC(=O)COc1ccc(-c2nnco2)cc1)c1ccc(Cl)cc1Cl (stereo not drawn)	6.4	0.3	11.2	4.7	0.4	-1.3	2.5	-30.2	-0.5	0.1
COC(=O)CN1C(=O)C(C)(C)Oc2ccc(C(=O)NC3CC3)cc21	28.9	-4.3	3.3	3.5	2.0	-4.7	2.8	-50.5	0.5	-2.2
CCCCN1C(=O)C(O)=C(C(C)=O)C1c1ccccc1 (stereo not drawn)	-1.2	5.5	0.3	-8.4	-0.5	0.5	9.0	-30.7	-1.1	-1.6
COc1cccc(S(=O)(=O)NCc2ccc(C(=O)N3CCN(C)CC3)cc2)c1	12.6	-3.3	10.0	0.9	-2.2	1.0	3.8	0.9	-1.4	nt

The listing continues:
SMILES	aSyn UTR inh	HSP90 refold inh	HSF-1 act	HSF1 inhib	GSK3beta inhib	IEC-6 tox	Dyrk1A ADPGlo	KLF5 inh	Platelet DG rel	GSK3 alpha inh
CN(C(=O)Cn1c(=O)oc2cc(S(=O)(=O)N3CCCC3)ccc21)C1CCCCC1	10.5	2.5	0.1	1.4	-0.1	10.4	4.2	-10.7	12.0	-1.3
CC(=O)NCCC(=O)Nc1ncc(S(=O)(=O)c2ccc([N+](=O)[O-])cc2)s1	-37.8	nt	15.9	3.6	-1.1	nt	-8.4	nt	-3.2	0.8
C[C@H](NC(=O)c1nc[nH]c1C(=O)NCCCCCNC(=O)OC(C)(C)C)C(=O)OC(C)(C)C	28.3	0.1	-35.3	-11.0	1.8	0.8	5.6	-38.0	-3.3	3.0
Cc1ccc(C)c(N(CC(=O)NC2CCCCC2)C(=O)CNC(=O)c2ccco2)c1	19.6	0.1	2.6	-1.4	4.4	-2.6	-5.8	-24.6	-3.4	-0.4
Cc1ccc(NC(=O)c2cc(N3CCOCC3)nc3ccccc23)cc1	13.2	-2.4	-4.2	-2.0	1.1	11.9	4.0	-3.6	-6.8	nt
C=CCn1c(N)c(C(=O)OC(C)(C)C)c2nc3ccccc3nc21	-6.0	13.0	-10.6	-2.2	0.9	2.1	-0.1	-4.2	-2.8	nt

The list is partial (hit frequency here may not be typical).
